Screening data: PubChem, several laboratories
IL1B cytotox: toxic to HUVEC cells under IL-1B stimulation; HUVEC cell count loss, Hoechst imaging, IL-1B stimulated; cell count reduction, % at 2 µM; hit rate 0.41% among 94,000;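 active = cell count reduction more than 3 SD above the screen-wide mean, cut at about 70% in these data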;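 also: normalized per plate to untreated control cells as the no-loss baseline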
hDAT+cocaine: human DAT dopamine uptake with cocaine, either direction; Q01959; LLC-PK1 hDAT cells, [14C]-dopamine uptake with cocaine IC80; actives deviate in either direction; B-score at 10 µM; hit rate 1.3% among 110,000;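 active = Z score or B-score, a plate-position-corrected score, falls beyond the plate's 99.7% confidence bounds, in either direction; inactive = both scores lie inside the 99.7% bounds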;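 also: scored against the spread of the other compound wells on the same plate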
Target sequence (Q01959 whole entry, looked up): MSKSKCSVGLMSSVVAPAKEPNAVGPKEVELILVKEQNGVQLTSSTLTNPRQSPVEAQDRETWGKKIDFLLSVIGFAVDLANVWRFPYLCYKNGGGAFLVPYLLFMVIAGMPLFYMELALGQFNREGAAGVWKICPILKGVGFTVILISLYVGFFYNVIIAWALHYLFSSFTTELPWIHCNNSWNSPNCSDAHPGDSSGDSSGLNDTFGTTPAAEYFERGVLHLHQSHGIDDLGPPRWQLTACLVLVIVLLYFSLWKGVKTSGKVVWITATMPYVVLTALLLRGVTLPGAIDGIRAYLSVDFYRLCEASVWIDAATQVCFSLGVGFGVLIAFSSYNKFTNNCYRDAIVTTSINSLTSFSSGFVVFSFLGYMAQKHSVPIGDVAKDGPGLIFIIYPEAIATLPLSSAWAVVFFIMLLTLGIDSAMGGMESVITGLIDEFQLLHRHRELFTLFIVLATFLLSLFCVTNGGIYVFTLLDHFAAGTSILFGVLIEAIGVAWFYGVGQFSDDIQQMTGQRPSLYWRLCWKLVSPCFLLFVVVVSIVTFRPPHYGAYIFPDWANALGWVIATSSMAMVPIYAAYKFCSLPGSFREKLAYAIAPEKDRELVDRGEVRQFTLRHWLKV
Candida biofilm: kills Candida albicans biofilms; C. albicans biofilm + clotrimazole, Alamar Blue; inhibition, % at 6 µM; hit rate 0.14% among 85,000; AID 834;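 active = inhibition above 20%; inactive = inhibition below 20%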;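 also: preformed 24 hr biofilms exposed to compound for 48 hr; 0% = biofilm without compound and 100% = blank killed by clotrimazole plus chlorhexidine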
MT1-MMP txn act: activates MT1-MMP transcription. HT1080 MT1-MMP promoter luciferase reporter, luminescence, overnight; active compounds read high. activation factor at 10 µM. hit rate 0.16% among 86,000. AID 750;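 active = activation factor of at least 2 for MT1-MMP transcription at 10 µM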
Smad3 FoxH1 inh: Smad3 (human) transcription factor binding inhibition | TR-FRET Smad3/Dy647-FoxH1 peptide binding, europium anti-His | P84022 | AID 630 | inhibition, % at 25 µM | hit rate 0.29% among 88,000;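 active = compounds that reduce the energy-transfer binding signal between the protein and its labelled peptide by more than half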;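 also: 0% = Smad3 plus labelled peptide maximal FRET and 100% = peptide-only background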
PTPN22 inh 2: LYP (human) phosphatase inhibition. Q9Y2R2. recombinant LYP catalytic domain, DiFMUP fluorescence. inhibition, % at 2 µM. hit rate 0.21% among 96,000;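 active = inhibition at 2 µM at or above a set limit, the screen mean plus 3 SD, cut at about 24% in these data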;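 also: 0% = DMSO with enzyme and 100% = enzyme fully blocked by orthovanadate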
Numbers without * were called inactive; nt = not tested or not shown.

SMILES	IL1B cytotox	hDAT+cocaine	Candida biofilm	MT1-MMP txn act	Smad3 FoxH1 inh	PTPN22 inh 2
NCCc1c[nH]c2ccccc12	nt	0.0368	nt	nt	nt	nt
C[N+](C)(C)Cc1ccccc1	nt	-0.364	nt	nt	nt	nt
C=C1[C@H]2C[C@H]3[C@H]4N5C[C@]6(C)CCC[C@]47[C@H]([C@H]2O)[C@]3(C[C@]5(O)[C@H]67)[C@@H]1O	nt	1.08	nt	nt	nt	nt
COC(=O)C1=C(c2ccccc2)C[C@@H]2CC[C@H]1N2C(=O)NCCNC(C)=O	nt	-0.6	nt	nt	nt	nt
Cc1ccc(-c2nc3ccc(C)cn3c2CC(=O)N(C)C)cc1	nt	1.38	nt	nt	nt	nt
CC(=O)N(C)CC#CCN1CCCC(CO)C1 (configuration not stated)	nt	-0.0253	nt	nt	nt	nt
COC(=O)[C@]12OC[C@]34C([C@@H](O)[C@@H]1O)[C@]1(C)CC(=O)C(O)=C(C)[C@@H]1C[C@H]3OC(=O)[C@H](O)[C@@H]24 (some centres not stated)	nt	-0.181	nt	nt	nt	nt
COc1cc2c(cc1OC)-c1c(OC)c(OC)cc3c1[C@H](C2)[N+](C)(C)CC3	nt	0.76	nt	nt	nt	nt
C/C1=C\[C@@H](C)C/C=C/[C@H]2[C@@H]3O[C@]3(C)[C@@H](C)[C@H]3[C@H](Cc4c[nH]c5ccccc45)NC(=O)[C@]32C(=O)/C=C/C(=O)[C@@H]1O	nt	0.025	nt	nt	nt	nt
Oc1cc2c(cc1O)[C@H]1c3ccccc3CN[C@@H]1CC2	nt	0.555	nt	nt	nt	nt
COC(=O)C1=C(c2cc3ccccc3s2)C[C@@H]2CC[C@H]1N2C(=O)N1CCCC1	nt	0.705	nt	nt	nt	nt
COC(=O)C1=C(c2ccc(S(C)(=O)=O)cc2)C[C@@H]2CC[C@H]1N2C(=O)N1CCCC1	nt	0.0719	nt	nt	nt	nt
CCCNC(=O)N1[C@H]2CC[C@@H]1C(C(=O)OC)=C(c1cc3ccccc3o1)C2	nt	1.65	nt	nt	nt	nt
C/C(=N\NC(=O)c1ccncc1)c1c(O)[nH]c(=O)[nH]c1=O	nt	-0.0655	nt	nt	nt	nt
COC(=O)C1=C(c2cccc(OC)c2OC)C[C@@H]2CC[C@H]1N2C(=O)NCCNC(C)=O	nt	-0.973	nt	nt	nt	nt
CCN1C[C@]2(COC)CC[C@H](OC)[C@@]34C5C[C@H]6C(=O)C5[C@](O)(C[C@H]6OC)[C@@](O)(C(OC)C23)[C@@H]14 (some centres not stated)	nt	-1.04	nt	nt	nt	nt
COC(=O)C1=C(c2cc3ccccc3s2)C[C@@H]2CC[C@H]1N2C(=O)NCCO	nt	-0.404	nt	nt	nt	nt
NCCc1ccccn1	nt	-0.816	nt	nt	nt	nt
Oc1cc(Cl)ccc1Oc1ccc(Cl)cc1Cl	nt	0.726	nt	nt	nt	nt
COc1ccc(O)c(C(C)(C)C)c1	nt	0.126	nt	nt	nt	nt
CCN1CCN(C(c2cccs2)C(C)NC(=O)Oc2ccccc2)CC1 (configuration not stated)	nt	0.136	nt	nt	nt	nt
COC(=O)C1=C(c2cccc(OC)c2OC)C[C@@H]2CC[C@H]1N2C(=O)NCc1cccc2ccccc12	nt	-0.0499	nt	nt	nt	nt
COc1ccc(CCN)cc1O	nt	0.0547	nt	nt	nt	nt
c1ccc2c(c1)Nc1ccccc1S2	nt	0.0568	nt	nt	nt	nt
CCC(C)/C=C(C)/C=C/C1=CC2=C(Cl)C(=O)C(C)(OC(C)=O)C(=O)C2=CO1 (configuration not stated)	nt	1.95	nt	nt	nt	nt
C/C=C1/CN2C3CC1C(CO)(C(=O)OC)C2Cc1c3n(C)c2ccccc12 (configuration not stated)	nt	1.26	nt	nt	nt	nt
COC(=O)C1=C(c2ccc(S(C)(=O)=O)cc2)C[C@@H]2CC[C@H]1N2C(=O)N1CCOCC1	nt	0.146	nt	nt	nt	nt
CN1CCN(c2ccc3c(c2)S(=O)(=O)c2ccccc2C3=O)CC1	nt	-0.0474	nt	nt	nt	nt
CC1=CC(=O)OC2CC3OC4C[C@@H](C)C5OC6CC7O[C@]8(C)C/C=C\C9OC%10CC%11OC(CC(C)CO)CC(O)[C@]%11(C)OC%10CC9OC8C[C@]7(C)O[C@]6(C)CCC5OC4C[C@]3(C)OC12 (some centres not stated)	nt	0.293	nt	nt	nt	nt
COC(=O)C1=C(c2cccc(OC)c2OC)C[C@@H]2CC[C@H]1N2C(=O)N1CCCC1	nt	-0.251	nt	nt	nt	nt

Some entries already given, reduced to hDAT+cocaine, MT1-MMP txn act and IL1B cytotox.
Structure | hDAT+cocaine | MT1-MMP txn act | IL1B cytotox
COc1ccc(O)c(C(C)(C)C)c1 | 0.126 | nt | nt
CCN1CCN(C(c2cccs2)C(C)NC(=O)Oc2ccccc2)CC1 (configuration not stated) | 0.136 | nt | nt
COc1ccc(CCN)cc1O | 0.0547 | nt | nt
COC(=O)C1=C(c2cccc(OC)c2OC)C[C@@H]2CC[C@H]1N2C(=O)N1CCCC1 | -0.251 | nt | nt
NCCc1ccccn1 | -0.816 | nt | nt
COC(=O)C1=C(c2cccc(OC)c2OC)C[C@@H]2CC[C@H]1N2C(=O)NCc1cccc2ccccc12 | -0.0499 | nt | nt
CCC(C)/C=C(C)/C=C/C1=CC2=C(Cl)C(=O)C(C)(OC(C)=O)C(=O)C2=CO1 (configuration not stated) | 1.95 | nt | nt

Continued.
SMILES	IL1B cytotox	hDAT+cocaine	Candida biofilm	MT1-MMP txn act	Smad3 FoxH1 inh	PTPN22 inh 2
C=CCN1CCC2(C)c3cc(O)ccc3CC1C2C (configuration not stated)	nt	-0.327	nt	nt	nt	nt
COC(=O)CC(=O)c1ccc2c(c1)OCO2	nt	1.15	nt	nt	nt	nt
CC1(C)OC1COc1c2occc2cc2ccc(=O)oc12 (configuration not stated)	nt	-0.284	nt	nt	nt	nt
C=C(COC(=O)CCC(=O)O)CC1CC(O)[C@]2(C)OC3CC4OC5C[C@]6(C)O[C@]7(C)CCC8OC9C[C@]%10(C)OC%11C(C)=CC(=O)OC%11CC%10OC9C[C@@H](C)C8OC7CC6O[C@]5(C)C/C=C\C4OC3CC2O1 (some centres not stated)	nt	-0.0167	nt	nt	nt	nt
COC(=O)C1=C(c2ccc(S(C)(=O)=O)cc2)C[C@@H]2CC[C@H]1N2C(=O)NCc1cccc2ccccc12	nt	0.745	nt	nt	nt	nt
CC(C)c1oc(=O)cc2c1[C@@H](O)[C@H]1OC(=O)[C@@]3(C)C[C@@H](O)[C@@H](O)[C@@]2(C)C13 (some centres not stated)	nt	-0.683	nt	nt	nt	nt
CC[C@H]1CC2CN3CCc4c([nH]c5ccccc45)C(C(=O)OC)(C2)C13 (some centres not stated)	nt	-0.434	nt	nt	nt	nt
COC[C@]12CN(C)C3C4[C@H](OC)[C@H]1C3([C@@H](OC)C[C@H]2O)[C@@H]1C[C@@]2(O)[C@H](OC(=O)c3ccccc3)[C@@H]1[C@]4(OC(C)=O)[C@@H](O)[C@@H]2OC	nt	0.202	nt	nt	nt	nt
CC[C@@H](C(N)=O)N1CCCC1=O	nt	0.0427	nt	nt	nt	nt
CNCCc1ccc(OC)c(OC)c1	nt	0.362	nt	nt	nt	nt
C[C@H]1CCC/C=C/C2C[C@H](O)CC2[C@H](O)/C=C/C(=O)O1 (some centres not stated)	nt	-0.205	nt	0.4	nt	nt
O=P(c1ccccc1)(c1ccccc1)N1CCCCC1	nt	0.267	nt	1.1	nt	nt
COC(=O)[C@@H]1C[C@@]1(C)[C@@H](NP(=O)(c1ccccc1)c1ccccc1)c1ccccc1	nt	-0.988	nt	1.1	nt	nt
C[C@@]1(CO)[C@H](O)CC[C@@]2(C)[C@H]1CC[C@H]1C[C@@H]3C[C@@]12CC[C@]3(O)CO	nt	-1.15	nt	1	nt	nt
OCc1cnc[nH]1	nt	-0.507	nt	1.2	nt	nt

A different layout for some results above:
Below each compound – IL1B cytotox | hDAT+cocaine | Candida biofilm | MT1-MMP txn act | Smad3 FoxH1 inh | PTPN22 inh 2
- COC(=O)CC(=O)c1ccc2c(c1)OCO2
 : nt | 1.15 | nt | nt | nt | nt
- CC1(C)OC1COc1c2occc2cc2ccc(=O)oc12 (configuration not stated)
 : nt | -0.284 | nt | nt | nt | nt
- C=C(COC(=O)CCC(=O)O)CC1CC(O)[C@]2(C)OC3CC4OC5C[C@]6(C)O[C@]7(C)CCC8OC9C[C@]%10(C)OC%11C(C)=CC(=O)OC%11CC%10OC9C[C@@H](C)C8OC7CC6O[C@]5(C)C/C=C\C4OC3CC2O1 (some centres not stated)
 : nt | -0.0167 | nt | nt | nt | nt

The list goes on.
SMILES	IL1B cytotox	hDAT+cocaine	Candida biofilm	MT1-MMP txn act	Smad3 FoxH1 inh	PTPN22 inh 2
O=C(O)[C@H]1C[C@@H]1[C@H](NP(=O)(c1ccccc1)c1ccccc1)c1ccccc1	nt	-0.06	nt	1	nt	nt
COc1ccc(Nc2ncc(C(=O)N3CCC4(CC3)OCCO4)c3ccccc23)cc1	nt	0.955	nt	0.9	nt	nt
COC(=O)COc1cc(C)cc2oc(=O)c3c(c12)CCCC3	nt	0.02	11.6	nt	nt	nt
CCOc1ccc(C2SCC(=O)Nc3c2c(=O)[nH]n3C2CCCCCC2)cc1 (configuration not stated)	nt	-0.408	2.7	nt	-4.3	nt
COc1ccccc1CN1CCN(C(=O)Cc2ccccc2)CC1	nt	0.503	9.1	nt	8.7	nt
Cc1ccc(OP(=O)(O)Oc2ccc(C)cc2)cc1	2.6	0.626	nt	nt	nt	3.7
CC1C(c2cccs2)=[N+]([O-])C(C)(C(=O)c2ccc(Cl)cc2)N1O (configuration not stated)	20.6	1.06	nt	nt	nt	5.8

Three of the compounds above, with values under each structure.
Results follow in this order: IL1B cytotox	hDAT+cocaine	Candida biofilm	MT1-MMP txn act	Smad3 FoxH1 inh	PTPN22 inh 2
COC(=O)COc1cc(C)cc2oc(=O)c3c(c12)CCCC3
  nt	0.02	11.6	nt	nt	nt
CCOc1ccc(C2SCC(=O)Nc3c2c(=O)[nH]n3C2CCCCCC2)cc1 (configuration not stated)
  nt	-0.408	2.7	nt	-4.3	nt
COc1ccccc1CN1CCN(C(=O)Cc2ccccc2)CC1
  nt	0.503	9.1	nt	8.7	nt

This is a subset (hit frequency here may not be typical).
